Nrf2 inh: blocks Nrf2 signaling | AID 504444 | hit rate 2.1% among 360,000 | Potency, µM (titrated, usually from 46 µM), inactives show at the top dose activity change, negative = inhibition, most hits filed as inhibitors | A549 ARE-Fluc reporter, luciferase luminescence, 18-24 h; also: potency is read from the fitted curve at half-maximal effect; % is scaled to controls: 0 for no effect and ±100 for the full control effect; nearly all actives have a fitted effect of over 60% in size
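Reporter: ARE-Fluc in A549. Exposure: 18-24 h, 37 °C, 5% CO2, 5% FBS OPTI-MEM. Readouts: fluorescent cytotoxicity (CellTiter-Fluor), then luminescent Nrf2 signal after BugLite.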
HepG2 tox: counter-screen for TGF-b inhibitors: cytotoxicity in HepG2 cells. HepG2 CAGA-GFP viability, ATP luminescence, 18 h. AID 588856. Potency, µM (series often up to 46.1 µM), for the others: at the highest dose activity change, negative = cytotoxicity, actives largely listed as cytotoxic. hit rate 0.76% among 410,000; also: potency is read from the fitted curve at half-maximal effect; some results filed as inactive show a strong effect at the top dose
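CellTiter-Glo luminescence gave cytotoxicity after 18 hours at 37 degrees C. The cells were HepG2 CAGA-GFP in 1% FBS DMEM, stimulated with 500 pg/mL TGF-beta after compound addition. %Activity was normalised to no-cell wells (complete cell-killing) and DMSO (no toxicity), and curves were fitted and classified.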
IL-2 act: IL-2 activation | IL-2 activation reporter assay, cell-based qHTS; stimulated with anti-CD3/CD4/CD28 beads; in transgenic mouse T cells | activation, % (series mostly up to about 46 µM) | hit rate 0.065% among 360,000 | AID 652025; in the data active = activation above about 50%; inconclusive = mostly about 30% to 49%; also: 0% is about no effect
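Unstimulated transgenic mouse T cells, 750 per well, received compound and, after 60 minutes, anti-CD3/anti-CD4 bead plus anti-CD28 stimulation. EGFP and DsRed were quantified after 18 hours.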
S2 tox: reduces viability in counter-screen for ATXN expression inhibitors; hit rate 0.49% among 400,000; Potency, µM (highest dose often 56.7 µM), hits mostly cytotoxic; AID 651635; S2 cells (HEK-293 line with an ATXN2-luciferase reporter) viability, CellTiter-Fluor protease fluorescence, 24 h; also: potency is read from the fitted curve at half-maximal effect; nearly all actives have a fitted effect of over 40% in size
Nrf2 ARE act: Nrf2 pathway activation; hit rate 0.31% among 410,000; Potency, µM (doses to about 46.1 µM), inactives show top-dose activation, hits mostly activators; AREc32 ARE-luciferase reporter (MCF7-derived line), luminescence, 24 h; AID 624171; also: potency is read from the fitted curve at half-maximal effect; % of control where 0% means no effect; nearly all actives have a fitted effect of over 65% in size
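Reporter line AREc32 (ARE-Fluc), seeded overnight in OPTI-MEM with 5% FBS; compound pin-transferred, 24 hr at 37 deg C, 5% CO2; luminescent read-out.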
A549 tox: A549 cytotoxicity, counter-screen for Nrf2 inhibitors. hit rate 0.16% among 390,000. Potency, µM (series often up to 46 µM), without a hit: at the top dose activity change, negative = cytotoxicity, actives largely listed as inhibitors. A549 ARE-Fluc cells, CellTiter-Fluor viability, 18-24 h; also: potency is read from the fitted curve at half-maximal effect; % is scaled to controls: 0 for no effect and ±100 for the full control effect
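Cytotoxicity counterscreen: CellTiter-Fluor fluorescence was measured in A549 ARE_Fluc cells after 18-24 h of compound exposure in a concentration series. The subsequent BugLite luminescent read reports ARE-luciferase activity.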
EPAC2 agonist: activates human EPAC2 exchange factor; AID 720711; Q8WZA2; EPAC2 activation, biochemical qHTS; response scale: 100% = 6.5 mM cAMP response; Potency, µM (highest dose often 154 µM), inactives show at the top dose activation, usual class: activators; hit rate 0.079% among 360,000; also: potency is read from the fitted curve at half-maximal effect; nearly all actives have a fitted effect of over 50% in size
Target sequence (Q8WZA2 whole entry, looked up): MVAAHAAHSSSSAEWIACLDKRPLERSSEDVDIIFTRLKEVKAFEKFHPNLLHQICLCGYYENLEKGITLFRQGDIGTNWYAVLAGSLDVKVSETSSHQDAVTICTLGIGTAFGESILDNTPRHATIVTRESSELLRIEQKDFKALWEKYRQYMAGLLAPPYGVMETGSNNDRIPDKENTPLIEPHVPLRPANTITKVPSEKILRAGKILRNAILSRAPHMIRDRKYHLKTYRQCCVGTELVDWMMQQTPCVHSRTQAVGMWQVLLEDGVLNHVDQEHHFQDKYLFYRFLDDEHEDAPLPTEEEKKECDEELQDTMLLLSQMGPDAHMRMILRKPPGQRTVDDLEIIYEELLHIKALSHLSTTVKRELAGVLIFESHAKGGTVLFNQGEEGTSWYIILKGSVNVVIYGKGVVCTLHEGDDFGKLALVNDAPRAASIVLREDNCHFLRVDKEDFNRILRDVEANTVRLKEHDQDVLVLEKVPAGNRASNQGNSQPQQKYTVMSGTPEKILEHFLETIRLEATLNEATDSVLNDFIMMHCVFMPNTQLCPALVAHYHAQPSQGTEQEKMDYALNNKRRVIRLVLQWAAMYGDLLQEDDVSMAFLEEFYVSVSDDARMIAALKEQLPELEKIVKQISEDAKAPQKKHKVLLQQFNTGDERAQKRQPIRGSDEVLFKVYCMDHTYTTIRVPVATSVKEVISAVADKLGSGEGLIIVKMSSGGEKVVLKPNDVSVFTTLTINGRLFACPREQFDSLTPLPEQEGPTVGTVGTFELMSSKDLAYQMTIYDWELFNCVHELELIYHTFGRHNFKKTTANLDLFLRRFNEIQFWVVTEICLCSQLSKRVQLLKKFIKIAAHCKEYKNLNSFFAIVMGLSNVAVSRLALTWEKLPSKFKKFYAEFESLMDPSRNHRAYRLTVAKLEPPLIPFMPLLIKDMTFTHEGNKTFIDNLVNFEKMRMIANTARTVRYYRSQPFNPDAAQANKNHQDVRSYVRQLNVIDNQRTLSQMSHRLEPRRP
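Nucleotide exchange monitored as fluorescence drop when BODIPY-GDP leaves Rap1B. Reaction: 100 nM EPAC2, 250 nM RAP1B-BODIPY-GDP, 50 uM GDP, room temperature, kinetic read over 30 min. Activity expressed relative to 6.5 mM cAMP.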
TGFb SMAD3 inh: inhibitors of TGF-b signaling | HepG2 CAGA-GFP TGF-b/SMAD3 reporter, GFP fluorescence, 18 h; TGF-beta stimulated, 500 pg/mL final | Potency, µM (series often up to 46.1 µM), inactives show at the highest dose activity, negative = inhibition, hits mostly inhibitors | hit rate 1.2% among 410,000 | AID 588855; also: potency is read from the fitted curve at half-maximal effect; % is scaled to controls: 0 for no effect and ±100 for the full control effect; nearly all actives have a fitted effect of over 65% in size
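Inhibition of TGF-beta-driven CAGA-GFP reporter expression in HEPG2 cells is measured by cellular GFP fluorescence after 18 h stimulation with 500 pg/mL recombinant TGF-beta in 1% FBS medium at 37 degrees C.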
ATXN2 expr inh: reduces ATXN2 reporter expression in HEK-293 cells; AID 1745845; HEK-293 ATXN2-luciferase reporter, luminescence, 24 h; Potency, µM (titrated, usually from 57 µM), for inactives: at the highest dose activity change, negative = inhibition, usual class: inhibitors; hit rate 0.72% among 360,000; also: potency is read from the fitted curve at half-maximal effect; % is scaled to controls: 0 for no effect and ±100 for the full control effect; nearly all actives have a fitted effect of over 55% in size
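ATXN2-luciferase reporter cells (luciferase flanked by upstream and downstream ATXN2 gene portions) were treated 24 h at 37 °C with compounds at up to 57 uM. SteadyGlo luminescence gave expression; GF-AFC fluorescence gave viability.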
The depositor's hits bear a star; i = inactive; ? = inconclusive; · = not tested or not shown; [ ] = remark or other dose. Unless noted, calls follow the shape of the dose curve; as a rule, active = well fitted curve in the direction sought with a large enough effect; inconclusive = small, poorly fitted or top-dose-only effect, or another doubt; inactive = no such curve, though single readings can be large; an effect the other way counts as inactive or inconclusive.

SMILES	Nrf2 inh	HepG2 tox	IL-2 act	S2 tox	Nrf2 ARE act	A549 tox	EPAC2 agonist	TGFb SMAD3 inh	ATXN2 expr inh
Cc1ccc(S(=O)(=O)NCCC(c2ccccc2)c2ccco2)cc1 (stereo not given)	-19%	-46%	0.4	i	2.9%	11%	18%	?	-1%
NC(=O)C1(N2CCCCC2)CCN(C(=O)Nc2ccc(F)cc2F)CC1	2%	8%	·	·	0.2%	0%	·	·	·
Cc1cc(-c2nn(C)c(=O)c3ccccc23)ccc1CNC(=O)NC1CCCCC1	?	1%	-0.1	?	-0.5%	3%	-13%	-1%	-20%
Cc1ccccc1-n1nc2c(c1NC(=O)c1c(-c3ccccc3Cl)noc1C)CSC2	?	-17%	-1.1	i	-0.4%	-19%	11%	?	-9%
CCN(CC)CCN1C(=O)C(O)=C(C(=O)c2cc3cccc(OC)c3o2)C1c1ccc(F)cc1 (stereo not given)	2%	14%	-2.7	i	-0.1%	2%	13%	2%	3%
O=C(NCc1ccco1)C1CCN(C(=O)c2ccc([N+](=O)[O-])cc2)CC1	-3%	-26%	-3.5	i	0.4%	1%	-7%	?	-5%
COc1nc(N)nc(NC(=O)c2cccs2)c1N=O	10%	13µM*	-4.0	?	?	-5%	3%	?	2%
CCC1CCCCN1CCCNC(=O)c1ccc(N2CCCC2=O)cc1 (stereo not given)	7%	6%	-2.3	i	0.4%	3%	3%	19%	3%
O=C(NCc1ccccn1)c1ccc(Cn2cc(Br)cn2)o1	-7%	-13%	-1.0	i	0.1%	-7%	9%	4%	-5%
CC1=NOC2(C1)N(C)c1ccccc1C2(C)C (stereo not given)	·	-7%	-0.8	i	-0.4%	8%	8%	11%	-4%
Cc1ccc(Cn2nnc3c(=O)n(Cc4ccccc4C)cnc32)cc1	9%	0%	1.1	i	0.3%	0%	-8%	2%	-2%
Cc1nc(SCC(=O)NCc2ccccc2)c2oc3ccccc3c2n1	-20%	-9%	-4.0	i	-0.3%	-2%	5%	-40%	-9%
CC1(C(=O)NS(=O)(=O)c2ccccc2Cl)CCN1C(=O)CCc1ccccc1 (stereo not given)	·	-2%	0.8	i	-0.9%	·	-1%	10%	2%
C=CCN(c1ccccc1OC)S(=O)(=O)c1cccc(C(=O)NCC(c2ccc(OC)cc2)N2CCCC2)c1 (stereo not given)	15%	-21%	-0.8	?	3.0%	-13%	6%	-27%	?
CCS(=O)c1scc(-c2ccc(Cl)cc2)c1C#N (stereo not given)	14%	4%	-0.7	i	4.1%	0%	10%	-17%	·
Cc1ccc(NC(=O)C(Cc2ccccc2)n2cccc2)cc1C (stereo not given)	?	-38%	·	·	0.0%	-7%	·	-46%	·
CCOC(=O)CCCCCCCCC(=O)Nc1ccc(-n2[nH]c(=O)cc2C)cc1	7%	-19%	-5.7	i	-0.1%	-6%	9%	-7%	-10%
CCc1ccc(CNC(=O)CCSCc2ccccc2F)cc1	·	-3%	·	·	-1.3%	-6%	·	1%	·
N/C(Cn1cncn1)=N\NC(=O)C(=O)Nc1ccccc1	2%	8%	1.6	i	0.0%	7%	1%	12%	0%
Nc1cc2[nH]c(=O)c3ccccc3c2cc1[N+](=O)[O-]	?	-10%	-5.2	?	?	-24%	1%	11µM*	-1%
O=C(Nc1ccccc1OC(F)F)C1CC(=O)N(Cc2ccccc2)C1 (stereo not given)	1%	-2%	-3.8	i	0.2%	-4%	5%	-28%	3%
CN(C)c1ccc(/C=C2\CCCc3c2nc2ccccc2c3C(=O)O)cc1	?	-7%	0.8	·	4.1%	-14%	10%	1%	54%[activator]
COc1ccc(N2CC(C(=O)N[C@@H](C)C(=O)NC(C)c3ccccc3)CC2=O)cc1 (stereo not given in full)	1%	1%	-0.7	i	-0.5%	-1%	12%	19%	-5%
CCCCC(=O)N(CCC)CCC	2%	1%	6.5	i	0.2%	0%	-4%	2%	3%
CC(=O)c1ccc(S(=O)(=O)N2CCN(c3nc(-c4cccnc4)nc4ccccc34)CC2)cc1	2%	-16%	-0.9	?	0.0%	1%	9%	-2%	-5%
Other entries follow:
SMILES	Nrf2 inh	HepG2 tox	IL-2 act	S2 tox	Nrf2 ARE act	A549 tox	EPAC2 agonist	TGFb SMAD3 inh	ATXN2 expr inh
CCn1nnc2cc(C(=O)NCCc3ccccc3F)ccc21	?	-3%	0.4	i	-2.7%	2%	6%	16%	?
COc1cccc(N2CCN(C(=O)CCCCCn3c(=O)[nH]c4ccccc4c3=O)CC2)c1	·	-11%	·	·	-0.8%	3%	·	18%	·
CCOC(=O)c1[nH]c(CSc2nnc(-c3ccncc3)n2CCOC)c(C(=O)OCC)c1C	-3%	-39%	-0.4	i	0.2%	-4%	-2%	0%	5%
COC(=O)C(N)Cc1ccc(O)cc1 (stereo not given)	13%	1%	-2.0	i	0.2%	15%	1%	0%	2%
COCCn1c(SCC(=O)Nc2cccc(F)c2)nc2c([nH]c3ccccc32)c1=O	-6%	0%	-0.3	i	3.3%	-4%	-3%	2%	?
COc1ccc(-c2noc(CC(=O)N(C)c3ccccc3F)n2)cc1	17%	-16%	·	·	-0.7%	12%	·	24%	·
COc1ccc(C(CNC(=O)c2ccc(S(=O)(=O)N(C)C)cc2)N2CCCC2)cc1 (stereo not given)	17%	-1%	1.4	i	2.0%	12%	8%	4%	-5%
Cc1cc(C)cc(NC(=O)CSc2nnc(CNC(=O)c3ccco3)o2)c1	8%	-4%	-0.2	i	0.0%	2%	5%	13%	2%
COc1ccc(-n2c(=O)[nH]c3cc(C(=O)NCCc4ccc(OC)c(OC)c4)ccc3c2=O)c(OC)c1	8%	15%	-0.1	i	2.5%	-1%	0%	19%	-7%
N#Cc1cnc2sc3ccccc3n2c1=N	?	-29%	0.1	i	4.3%	-5%	6%	-6%	31%
Cc1cc(C(C)(C)C)cc(C)c1Cn1c2[n+](c3ccc(C(F)(F)F)cc31)CCCCC2	?	-51%	-6.1	i	-2.3%	-17%	-6%	?	?
COc1ccc(Cl)cc1NC(=O)CSc1ccc(-c2sc(C)nc2C)nn1	·	-5%	·	·	0.4%	?	·	-11%	·
O=C1C2C3C=CC(C2C(=O)N1c1ccccc1O)C1C2C(=O)N(c4ccccc4O)C(=O)C2C31 (stereo not given)	2%	-11%	-3.1	?	4.0%	3%	13%	-5%	·
CN1C(=O)C2C=CC1C1C(=O)N(c3ccccc3)C(=O)C21 (stereo not given)	?	5%	-2.6	i	3.2%	-13%	-2%	?	142%[activator]
COc1ccc2c(c1)C(=O)/C(=C/C=C/c1ccccc1)CC2	13%	-24%	2.7	i	20%	?	4%	-1%	2%
Cc1cccc(-n2c(=O)c3c(c4cc(C)ccc4n3C)n(CC(=O)N3CCCC3)c2=O)c1	12%	0%	·	i	0.0%	2%	·	8%	15%
O=C(NCc1ccccc1F)C1CCCN(S(=O)(=O)c2ccc(-n3cnnn3)cc2)C1 (stereo not given)	-8%	-22%	0.6	i	2.1%	6%	2%	0%	3%
COC(=O)c1ccc(Cl)c(NC(C)=O)c1	-12%	-6%	-1.6	i	4.1%	-2%[1.84 µM]	12%	-11%	-1%
COc1ccc(NC(=O)c2ccc(-c3nc(COc4ccccc4)c(C)o3)cc2)cc1	16%	1%	·	·	-1.0%	9%	·	0%	·
CSC[C@H]1CN(Cc2cccnc2)C(=O)[C@@H]1CC(=O)Nc1ccc(Br)cc1	·	-2%	1.2	i	2.9%	·	6%	13%	13%
Cc1[nH]n(-c2ccccc2)c(=O)c1Sc1ccc(Cl)cc1	2%	-26%	-1.5	i	-0.8%	-5%	-5%	0%	-7%
COc1ccc(C(=O)Nc2nc(-c3ccc(OC)cc3)c(-c3ccc([N+](=O)[O-])cc3)s2)cc1	-19%	-11%	-2.8	i	0.3%	-3%	112µM*	15%	-18%
COc1cc(NS(=O)(=O)c2ccc(NC(=O)c3ccco3)cc2)nc(OC)n1	9%	-7%	-2.0	i	-1.1%	-19%[1.84 µM]	13%	3%	-11%
CCOC(=O)C1=CN(Cc2cccc(F)c2)S(=O)(=O)N(CC)C1c1ccc2ccccc2c1 (stereo not given)	-8%	-5%	-0.3	i	-0.1%	-2%	1%	-14%	4%
c1ccc(-c2ccc(SCc3cccnc3)nn2)nc1	?	-24%	1.9	i	4.5%	1%	6%	11%	·
Cc1ccc(Nc2nnc(SCC(=O)NCC3CCCO3)s2)cc1 (stereo not given)	15%	-9%	0.3	i	14%	13%	11%	-14%	10%
Cc1c(OCc2ccccc2)c(=O)ccn1Cc1ccccc1	14%	-2%	0.8	i	-0.4%	8%	-11%	5%	21%
Cc1cccc(OCCCSc2nc3ccccc3[nH]2)c1	-28%	-24%	-1.2	i	-0.1%	-10%	5%	-24%	5%
CCSc1nnc(NC(=O)CSc2nc3c(c(=O)n2CC)SC(C)C3)s1 (stereo not given)	18µM*	12%	-0.4	?	-0.3%	-14%	4%	-2%	-19%
N#C/C(=C\c1ccc(N2CCOCC2)o1)c1ccccc1	?	-55%	-1.6	i	14µM*	-3%	13%	?	187%[activator]

Three structures from above, ordered by length of the SMILES, smallest number first.
SMILES	Nrf2 inh	HepG2 tox	IL-2 act	S2 tox	Nrf2 ARE act	A549 tox	EPAC2 agonist	TGFb SMAD3 inh	ATXN2 expr inh
Cc1cccc(OCCCSc2nc3ccccc3[nH]2)c1	-28%	-24%	-1.2	i	-0.1%	-10%	5%	-24%	5%
COCCn1c(SCC(=O)Nc2cccc(F)c2)nc2c([nH]c3ccccc32)c1=O	-6%	0%	-0.3	i	3.3%	-4%	-3%	2%	?
CCOC(=O)C1=CN(Cc2cccc(F)c2)S(=O)(=O)N(CC)C1c1ccc2ccccc2c1 (stereo not given)	-8%	-5%	-0.3	i	-0.1%	-2%	1%	-14%	4%

Assay outcomes from PubChem.
